LmPK inh: LmPK (Leishmania mexicana) enzyme inhibition; Q27686; purified LmPK, Kinase-Glo ATP luminescence, 1 h; Potency, µM (top dose mostly 57.5 µM), without a hit: at the top dose activity change, negative = inhibition, hits mostly inhibitors; actives 0.37% (n = 290,000); note: potency is the fitted concentration of half-maximal effect; % is set by controls: 0 for no effect and ±100 for the full control effect
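Purified LmPK (0.1 nM) with 0.5 mM PEP and 0.1 mM ADP in imidazole buffer pH 7.2 with MgCl2/KCl, 1 h at room temperature. ATP formed was read by luciferase luminescence and normalized to no-enzyme and uninhibited controls.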
Pf growth 48h: inhibits P. falciparum growth in the first generation, 48 h. P. falciparum luciferase growth in erythrocytes, 48 h. actives 5.9% (n = 310,000). Potency, µM (highest dose often 28.7 µM), inactives show at the top dose activity change, negative = inhibition, actives largely listed as inhibitors; note: potency is the fitted concentration of half-maximal effect; % is set by controls: 0 for no effect and ±100 for the full control effect
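Cell-based growth assay: transgenic P. falciparum expressing firefly luciferase, cultured in red cells within RPMI 1640 containing 0.5% w/v Albumax, 24 mM bicarbonate and gentamycin. A drop in luciferase activity indicates inhibition.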
AmpC inh no detg: AmpC beta-lactamase inhibition without detergent; actives 0.52% (n = 330,000); Potency, µM (highest dose often 57.1 µM), for inactives: at the highest dose activity change, negative = inhibition, usual class: inhibitors; AmpC nitrocefin hydrolysis, absorbance 480 nm, 0.0001% Triton; P00811;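 note: potency is the fitted concentration of half-maximal effect; plate controls were no compound for no effect and no enzyme for full effect; nearly all actives have a fitted effect of over 20% in size; some results filed as inactive show a strong effect at the top dose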
Target sequence (P00811 whole entry, looked up): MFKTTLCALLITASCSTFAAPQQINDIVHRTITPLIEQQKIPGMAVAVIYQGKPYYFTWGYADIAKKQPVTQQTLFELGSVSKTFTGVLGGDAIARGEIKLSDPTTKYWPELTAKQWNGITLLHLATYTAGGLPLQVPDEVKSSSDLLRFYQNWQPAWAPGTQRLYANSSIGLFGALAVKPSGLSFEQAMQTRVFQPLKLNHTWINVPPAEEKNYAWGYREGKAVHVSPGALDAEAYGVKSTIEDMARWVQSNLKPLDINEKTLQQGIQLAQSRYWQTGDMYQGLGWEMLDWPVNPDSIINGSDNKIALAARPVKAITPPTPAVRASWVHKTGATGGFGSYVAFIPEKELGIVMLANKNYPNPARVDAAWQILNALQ
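AmpC (5.3 nM in the dispensed reagent) in 20 mM phosphate pH 7.0 with 0.01% (detergent screen) or 0.0001% Triton X-100 was preincubated with compounds for 15 min at room temperature. Nitrocefin was then added from an 800 uM solution, and hydrolysis was followed at 480 nm.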
Shiga toxin inh: Shiga toxin inhibition; Vero cells, Shiga toxin protein synthesis inhibition reporter; inhibition, % at 38.7 µM; actives 9.2% (n = 290,000); AID 2315; in the data active = inhibition mostly above about 28%, no sharp cut-off; inactive = mostly below about 43%; note: 0% is about no effect
Pf growth 96h: inhibits malaria parasite growth, 96 h | P. falciparum luciferase reporter growth, 96 h | Potency, µM (doses to about 28.7 µM), inactives show at the top dose activity change, negative = inhibition, usual class: inhibitors | actives 6.9% (n = 320,000) | AID 504834; note: potency is the fitted concentration of half-maximal effect; % is set by controls: 0 for no effect and ±100 for the full control effect
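Infected RBCs, 2% Hct / 0.05% parasitemia final; luciferase-reporter P. falciparum; cpd 96 h, 37 C, 5% CO2; luciferase detection reagent; luminescence.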
Cycloheximide cs: counter-screen for Shiga toxin inhibitors: cycloheximide protein synthesis inhibition; cell reporter, cycloheximide protein synthesis inhibition counterscreen; max response, %; actives 12% (n = 300,000); AID 2314; in the data active = max response mostly above about 13%, no sharp cut-off; inactive = mostly below about 14%; note: read at 38.3 µM for the half of the compounds with a filed dose; 0% is about no effect
TbPYK inhibitor: T. brucei pyruvate kinase inhibition; TbPYK enzyme, Kinase-Glo Plus ATP luminescence, 45 min; Potency, µM (doses to about 76.8 µM), for inactives: at the highest dose activity, negative = inhibition, hits mostly inhibitors; actives 0.12% (n = 410,000); AID 624173; note: potency is the fitted concentration of half-maximal effect; % is set by controls: 0 for no effect and ±100 for the full control effect; nearly all actives have a fitted effect of over 50% in size
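Luminescent Kinase-Glo Plus end-point after 45 min room-temperature reaction of T. brucei pyruvate kinase started with 130 uM ADP (final). Buffer TEA 50 mM pH 7.2 with KCl, MgCl2, BSA, Tween-20; titration-based qHTS with fitted concentration-effect curves.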
The depositor's hits bear a star; ? = inconclusive; · = not tested or not shown; [ ] = remark or other dose. Unless noted, calls come from the whole dose curve; as a rule, active = well fitted curve in the direction sought with a large enough effect; inconclusive = small, poorly fitted or top-dose-only effect, or another doubt; inactive = no such curve, though single readings can be large; an effect the other way counts as inactive or inconclusive.

Screens by letter: A = LmPK inh; B = Pf growth 48h; C = AmpC inh no detg; D = Shiga toxin inh; E = Pf growth 96h; F = Cycloheximide cs; G = TbPYK inhibitor
[1] CC(OC(=O)/C=C/c1cccs1)C(=O)Nc1ccc(C(N)=O)cc1 (stereo not drawn)
  A: ·	B: -8%	C: -17%	D: ·	E: -2%	F: ·	G: 6%
[2] CC(=O)CSc1ncnc2nc[nH]c12
  A: -3%	B: 47%[activator]	C: -6%	D: 13	E: ?	F: -6	G: 3%
[3] O=C(CNc1ccccc1F)Nc1cccc(S(=O)(=O)N2CCCCC2)c1
  A: ·	B: ?	C: -54%	D: ·	E: ?	F: ·	G: 1%
[4] Cc1ccccc1-c1n[nH]c(=S)n1/N=C/C=C/c1ccco1
  A: -1%	B: 1%	C: 10µM*	D: 20	E: 9%	F: -3	G: -24%
[5] O=C(CCCCCN1C(=O)c2cccc3cccc(c23)C1=O)NCc1cccnc1
  A: 9%	B: ?	C: -2%	D: -5	E: ?	F: -2	G: -4%
[6] Cc1cc(NC(=O)c2ccc(COc3ccc(Cl)c(C)c3)o2)no1
  A: -2%	B: -9%	C: -14%	D: -4	E: 9.3µM*	F: 8	G: 4%
[7] CC1(C)CC(N(Cc2cccs2)C(=O)c2ccco2)CCO1 (stereo not drawn)
  A: 0%	B: -19%	C: -7%	D: -6	E: 32%	F: 2	G: -11%
[8] CCN(CC)S(=O)(=O)c1cc(NC(=O)CCCOc2ccc(C(C)=O)cc2)ccc1C
  A: 4%	B: -28%	C: 3%	D: -11	E: -11%	F: -2	G: -8%
[9] COc1cc2nc(Cl)nc(N3CCOCC3)c2cc1OC
  A: -8%	B: 8%	C: -11%	D: 20	E: 9%	F: 3	G: 5%
[10] Cn1cc(Br)c(NS(=O)(=O)c2ccc(Cl)s2)n1
  A: -8%	B: 40%[activator]	C: -7%	D: -4	E: 53%[activator]	F: 7	G: -4%
[11] CCN(C)C(=O)Oc1cccc([C@H](C)N(C)C)c1
  A: ·	B: -3%	C: ·	D: ·	E: -2%	F: ·	G: 5%
[12] CCCNC(=O)CCc1c(C)nc2nc(C)nn2c1C
  A: 1%	B: -10%	C: -12%	D: -4	E: ?	F: -3	G: -7%
[13] Cc1nnc(-c2ccc(Cl)cc2)nc1NCCN(C)C
  A: 1%	B: -1%	C: -25%	D: -6	E: 2%	F: -2	G: -2%
[14] COc1ccc(NC(=O)C(=O)N/N=C(\C)CC(=O)Nc2ccccn2)c(OC)c1
  A: -1%	B: 18%	C: -22%	D: 17	E: 0%	F: 1	G: 0%
[15] COc1ccc(CCNC(=O)c2ccc(=O)[nH]c2)cc1OC
  A: -1%	B: ·	C: -7%	D: -1	E: -4%	F: 0	G: -6%
[16] COc1ccc(S(=O)(=O)N2CCOC23CCN(S(C)(=O)=O)CC3)cc1
  A: ·	B: -4%	C: -6%	D: ·	E: 2%	F: ·	G: -4%
[17] COc1ccc(C2CC(c3ccccc3)=NN2C(=O)COC(=O)/C=C/c2ccc(O)c(OC)c2)cc1 (stereo not drawn)
  A: 9%	B: 15µM*	C: -19%	D: 19	E: ?	F: 2	G: 1%
[18] O=C(COC(=O)C1CC(O)CN1C(=O)Oc1ccccc1)c1ccc(Br)cc1 (stereo not drawn)
  A: 0%	B: 17%	C: 75%[activator]	D: -14	E: ?	F: -3	G: -7%
[19] COc1cccc(C(=O)NC(Cc2ccccc2)c2ccc3c(c2)OCCCO3)c1 (stereo not drawn)
  A: -1%	B: ·	C: -24%	D: -3	E: 3.3µM*	F: 2	G: -9%
[20] O=C(O)/C=C/C(=O)Nc1ccc(-n2nccc2C(F)(F)F)cc1
  A: -10%	B: 22%	C: 16%	D: 1	E: 29%	F: -1	G: -3%
[21] O=C(NCc1cccnc1)C1CCN(S(=O)(=O)c2cc(Cl)ccc2Cl)CC1
  A: -2%	B: 0%	C: 21%	D: -6	E: ?	F: -4	G: -2%
[22] CN(c1cccc(NC(=O)CN(c2ccc(C34CC5CC(CC(C5)C3)C4)cc2)S(C)(=O)=O)c1)S(C)(=O)=O
  A: 4%	B: ?	C: 26%	D: 2	E: 17µM*	F: -1	G: 3%
[23] O=S(=O)(c1ccc2ccccc2c1)n1cccn1
  A: -1%	B: 59%[activator]	C: -14%	D: -8	E: 8%	F: 1	G: 2%
[24] COc1ccc(F)cc1C(=O)C1CCCN(Cc2cnc(C)s2)C1 (stereo not drawn)
  A: 11%	B: 2%	C: 4%	D: -11	E: ?	F: -1	G: -1%
[25] O=[N+]([O-])c1cccc(S(=O)(=O)N2CCC(c3nc(-c4ccncc4)no3)CC2)c1
  A: 1%	B: 28%	C: -8%	D: -8	E: ·	F: -1	G: -6%
[26] COCCCNc1nc2c(c(=O)[nH]c(=O)n2C)n1CC(O)COc1ccccc1C (stereo not drawn)
  A: 0%	B: ·	C: -3%	D: -14	E: 38%[activator]	F: -8	G: 1%
[27] COc1cc2c(cc1OC)C(c1ccc([N+](=O)[O-])cc1)N(C(C)=O)CC2 (stereo not drawn)
  A: 2%	B: 1%	C: 25%	D: -6	E: ?	F: -1	G: -2%
[28] CCn1nnc(NC(=O)c2ccco2)n1
  A: 1%	B: 40%[activator]	C: -18%	D: 5	E: -3%	F: 6	G: -4%
[29] CCn1ccnc1CN(C)C(=O)C1CCC(=O)N(Cc2cccc(C(F)(F)F)c2)C1 (stereo not drawn)
  A: -15%	B: 12%	C: 82%[activator]	D: -27	E: 1%	F: 26	G: 1%

No new results follow: entries from further up.
Screens by letter: A = LmPK inh; B = Pf growth 48h; C = AmpC inh no detg; D = Shiga toxin inh; E = Pf growth 96h; F = Cycloheximide cs; G = TbPYK inhibitor
[20] O=C(O)/C=C/C(=O)Nc1ccc(-n2nccc2C(F)(F)F)cc1
  A: -10%	B: 22%	C: 16%	D: 1	E: 29%	F: -1	G: -3%
[21] O=C(NCc1cccnc1)C1CCN(S(=O)(=O)c2cc(Cl)ccc2Cl)CC1
  A: -2%	B: 0%	C: 21%	D: -6	E: ?	F: -4	G: -2%
[22] CN(c1cccc(NC(=O)CN(c2ccc(C34CC5CC(CC(C5)C3)C4)cc2)S(C)(=O)=O)c1)S(C)(=O)=O
  A: 4%	B: ?	C: 26%	D: 2	E: 17µM*	F: -1	G: 3%
[23] O=S(=O)(c1ccc2ccccc2c1)n1cccn1
  A: -1%	B: 59%[activator]	C: -14%	D: -8	E: 8%	F: 1	G: 2%
[24] COc1ccc(F)cc1C(=O)C1CCCN(Cc2cnc(C)s2)C1 (stereo not drawn)
  A: 11%	B: 2%	C: 4%	D: -11	E: ?	F: -1	G: -1%
[25] O=[N+]([O-])c1cccc(S(=O)(=O)N2CCC(c3nc(-c4ccncc4)no3)CC2)c1
  A: 1%	B: 28%	C: -8%	D: -8	E: ·	F: -1	G: -6%
[26] COCCCNc1nc2c(c(=O)[nH]c(=O)n2C)n1CC(O)COc1ccccc1C (stereo not drawn)
  A: 0%	B: ·	C: -3%	D: -14	E: 38%[activator]	F: -8	G: 1%
[27] COc1cc2c(cc1OC)C(c1ccc([N+](=O)[O-])cc1)N(C(C)=O)CC2 (stereo not drawn)
  A: 2%	B: 1%	C: 25%	D: -6	E: ?	F: -1	G: -2%
[28] CCn1nnc(NC(=O)c2ccco2)n1
  A: 1%	B: 40%[activator]	C: -18%	D: 5	E: -3%	F: 6	G: -4%
[29] CCn1ccnc1CN(C)C(=O)C1CCC(=O)N(Cc2cccc(C(F)(F)F)c2)C1 (stereo not drawn)
  A: -15%	B: 12%	C: 82%[activator]	D: -27	E: 1%	F: 26	G: 1%

Source: PubChem (National Center for Advancing Translational Sciences (NCATS))
